Bioassay records from PubChem BioAssay.
CatG inh = human cathepsin G inhibitors, primary screen, biochemical, pooled compound mixtures, AMC fluorescence; AID 581, 2007; hit rate 0.2% among 62,000; P08311; inhibition, % at 5 µM (by protocol); purified enzyme, AMC-tetrapeptide fluorescence;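 active means inhibition above 20% in each of the two mixture wells holding the compound; inactive means inhibition of 20% or less in either well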;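 further: 0% = enzyme control without mixture and 100% = blank lacking enzyme; strong numbers were not always called active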
Target sequence (P08311 21-244 limits assumed): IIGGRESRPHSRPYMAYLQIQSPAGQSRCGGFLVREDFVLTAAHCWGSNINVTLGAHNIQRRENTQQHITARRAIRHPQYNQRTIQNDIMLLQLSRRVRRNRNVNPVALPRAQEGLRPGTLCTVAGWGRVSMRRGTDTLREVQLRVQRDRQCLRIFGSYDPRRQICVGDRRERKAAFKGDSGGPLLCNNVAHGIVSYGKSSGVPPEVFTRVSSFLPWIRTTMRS
C1s inh = complement C1s protease inhibitors, primary screen, biochemical, 10-compound mixtures | hit rate 0.16% among 62,000 | purified C1s, fluorogenic AMC substrate, pooled mixtures | Complement C1s subcomponent (Homo sapiens), P09871 | mean inhibition % of two 10-compound mixtures (stronger effect = higher value), % at 5 µM (by protocol) | AID 538, 2006;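 active means inhibition above 20% in each of the two 10-compound mixture wells holding the compound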;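 further: 0% = enzyme wells lacking compound mixture and 100% = no-enzyme blank wells; some compounds called inactive have numbers as strong as hits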
Target sequence (P09871 16-437 limits assumed): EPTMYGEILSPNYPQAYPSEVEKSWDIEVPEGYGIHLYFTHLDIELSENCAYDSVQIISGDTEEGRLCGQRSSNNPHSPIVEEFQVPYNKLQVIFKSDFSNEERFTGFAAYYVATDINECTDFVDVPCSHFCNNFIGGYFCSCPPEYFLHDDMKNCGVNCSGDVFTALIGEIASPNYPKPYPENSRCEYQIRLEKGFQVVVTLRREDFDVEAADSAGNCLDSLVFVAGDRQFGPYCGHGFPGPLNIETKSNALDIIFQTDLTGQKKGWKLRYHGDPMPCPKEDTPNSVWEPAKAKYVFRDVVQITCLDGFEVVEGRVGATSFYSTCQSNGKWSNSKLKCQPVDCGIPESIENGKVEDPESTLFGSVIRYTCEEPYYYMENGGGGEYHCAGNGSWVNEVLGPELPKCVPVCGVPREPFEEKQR
Target sequence (P09871 438-688 limits assumed): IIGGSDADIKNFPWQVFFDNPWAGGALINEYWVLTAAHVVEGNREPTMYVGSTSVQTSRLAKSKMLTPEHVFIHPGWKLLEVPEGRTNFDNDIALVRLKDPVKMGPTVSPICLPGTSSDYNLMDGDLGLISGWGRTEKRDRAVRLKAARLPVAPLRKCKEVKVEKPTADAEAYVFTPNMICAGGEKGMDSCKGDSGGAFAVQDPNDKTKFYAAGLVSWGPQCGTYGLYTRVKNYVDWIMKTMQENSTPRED
Her2 expr inh = inhibitors of Her2 protein expression, primary screen, SKBR-3 cells, AlphaScreen, 66K library | HER2 level % of control, % at 10 µM | hit rate 0.69% among 65,000 | Receptor tyrosine-protein kinase erbB-2 (Homo sapiens), P04626 | SKBR-3 HER2 protein level, 18-24 h; stronger effect = lower value | AID 645, 2007;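 active means HER2 level under 5% of the carrier-only control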;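 further: 100% = DMSO carrier and 0% = 500 nM PU-H71 HSP90 inhibitor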
PKA kinase inh = inhibitors of human PKA kinase activity, primary screen, biochemical, ATP-depletion luminescence, Kemptide substrate; cAMP-dependent protein kinase catalytic subunit alpha (Homo sapiens), P17612; PKA Kemptide phosphorylation, Kinase-Glo ATP luminescence; inhibition, % at 6 µM; hit rate 0.1% among 65,000; AID 524, 2006;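 active means inhibition above the screen-wide mean inhibition plus 3 SD, cut at about 21% in these data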; further: many of its hits are not listed in these tables
ROCK2 inh = inhibitors of human ROCK2 kinase, primary screen, biochemical, high-throughput, luminescence. Rho-associated protein kinase 2 (Homo sapiens), O75116. purified ROCK2, Kinase-Glo ATP depletion luminescence. inhibition, % at 6 µM. hit rate 0.35% among 60,000;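 active means inhibition above the screen-wide mean inhibition plus 3 SD, cut at about 18% in these data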;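 further: plate controls were DMSO wells for no effect and Y-27632 control wells after no-enzyme background subtraction for full effect; many of its hits are not listed in these tables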
CatS inh = inhibitors of human cathepsin S, biochemical, compound mixtures | inhibition, %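 (tested at 5 µM per compound within 10-compound mixtures)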 | P25774 | hit rate 0.06% among 62,000 | recombinant cathepsin S, AMC dipeptide fluorescence, pooled mixtures; in the data active means inhibition above about 32%, passing the limit was not always enough;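 further: 0% = enzyme without compound and 100% = blank without enzyme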
CatB mixtures = cathepsin B inhibitors from pooled compounds, primary screen, biochemical, compound mixtures, AMC fluorescence. inhibition, %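 (ten-compound pools at 5 µM per compound and 50 µM total)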. hit rate 0.06% among 62,000. Purified cathepsin B, AMC dipeptide fluorescence; in the data active means inhibition above about 22%, passing the limit was not always enough;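 further: 0% = enzyme without compound and 100% = no enzyme blank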
CatL inh = inhibitors of human cathepsin L, biochemical. hit rate 0.17% among 58,000. inhibition, %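 (tested at 10 µM)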. purified cathepsin L, fluorogenic substrate, fluorescence. AID 460, 2006. Procathepsin L (Homo sapiens), P07711; in the data active means inhibition above about 45%;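 further: 0% = enzyme with no compound and 100% = no enzyme blank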
CatB block = human cathepsin B inhibitors, primary screen, biochemical, fluorogenic substrate; inhibition, %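 (tested at 10 µM)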; purified cathepsin B, fluorescence; hit rate 0.1% among 63,000; AID 453, 2006; P07858; in the data active means inhibition above about 21%;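 further: 0% = enzyme with no compound and 100% = no enzyme blank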
Active calls of the source: *.

Results for Cc1ccc(C)c(S(=O)(=O)c2c(N)n(/N=C/c3ccco3)c3nc4ccccc4nc23)c1 ?
CatG inh: -3.4; C1s inh: -62.4; Her2 expr inh: 82.4; PKA kinase inh: 8.5; ROCK2 inh: 3.3; CatS inh: -6.8; CatB mixtures: -2.6; CatB block: 3.6

What do the screens show for `Cc1ccccc1Cn1c(=O)[nH]c2ccccc21`?
CatG inh: 4.6; C1s inh: 3.0; Her2 expr inh: 85.0; PKA kinase inh: 3.7; ROCK2 inh: -1.3; CatS inh: 0.0; CatB mixtures: 1.3; CatL inh: -6.1; CatB block: 1.6

What do the screens show for `CC(C)C(=O)N1CCN(c2ccc(NC(=O)c3ccc(Br)o3)cc2)CC1`?
CatG inh: 12.1; C1s inh: 4.9; Her2 expr inh: 96.1; PKA kinase inh: -1.6; ROCK2 inh: -3.3; CatS inh: 19.1; CatB mixtures: 6.6; CatL inh: 7.3; CatB block: 4.0

How did CCn1ncc(Cl)c1C(=O)Nc1cc(Cl)ccc1Cl do in these assays?
CatG inh: 12.7; C1s inh: 10.5; Her2 expr inh: 106.2; PKA kinase inh: 8.5; ROCK2 inh: 5.2; CatS inh: 0.3; CatB mixtures: 3.2; CatL inh: 7.6; CatB block: 3.1

What do the screens show for `CN1CCCC(OC(=O)CCCCC(=O)OC2CCCN(C)C2)C1` (stereo not given)?
CatG inh: 1.4; C1s inh: 5.5; Her2 expr inh: 82.0; PKA kinase inh: 8.5; ROCK2 inh: 0.6; CatS inh: 21.0; CatB mixtures: 1.8; CatL inh: 8.1; CatB block: 2.8

What do the screens show for `Cc1cc(C)c2cc(C#N)c(N3CCCC3)nc2c1`?
CatG inh: 4.1; C1s inh: 3.5; Her2 expr inh: 98.9; PKA kinase inh: 4.6; ROCK2 inh: 2.6; CatS inh: 2.0; CatB mixtures: 7.8; CatL inh: -11.9; CatB block: -2.1

What do the screens show for `COCc1nnc(NC(=O)c2ccc(S(=O)(=O)N3CCCCCC3)cc2)o1`?
CatG inh: -7.5; C1s inh: -19.1; Her2 expr inh: 69.7; PKA kinase inh: 8.0; ROCK2 inh: 4.8; CatS inh: 36.1; CatB mixtures: -6.7; CatL inh: 15.6; CatB block: 4.6

What do the screens show for `CCS(=O)(=O)N1Cc2ccccc2CC1C(=O)Nc1nc2ccccc2[nH]1` (stereo not given)?
CatG inh: 2.7; C1s inh: -56.5; Her2 expr inh: 114.6; PKA kinase inh: 11.1; ROCK2 inh: 6.6; CatS inh: -4.2; CatB mixtures: -1.5; CatL inh: 15.5; CatB block: 3.3

What do the screens show for `O=C(CCCn1c(=O)c2sccc2n(Cc2ccc(F)cc2)c1=O)NCc1ccco1`?
CatG inh: 1.2; C1s inh: -11.7; Her2 expr inh: 88.3; PKA kinase inh: 10.3; ROCK2 inh: 5.0; CatS inh: 15.6; CatB mixtures: 3.9; CatL inh: 0.8; CatB block: 10.9

Results for O=C1CC(c2ccco2)CC2=C1C1c3ccccc3C(=O)N1c1ccccc1N2 (stereo not given) ?
CatG inh: -2.0; C1s inh: -14.0; Her2 expr inh: 84.2; PKA kinase inh: 6.8; ROCK2 inh: 2.0; CatS inh: 0.8; CatB mixtures: 2.0; CatL inh: 10.4; CatB block: 1.5

Results for NC(=O)c1oc2ccc(Cl)cc2c1NC(=O)CN1CCOCC1 ?
CatG inh: 5.2; C1s inh: 2.3; Her2 expr inh: 89.6; PKA kinase inh: -0.7; ROCK2 inh: -2.6; CatS inh: 8.0; CatB mixtures: 1.0; CatL inh: 12.1; CatB block: 1.2

What do the screens show for `CS(=O)(=O)N1CCN(C(=O)C2c3ccccc3Oc3ccccc32)CC1`?
CatG inh: -4.7; C1s inh: -2.3; Her2 expr inh: 89.7; PKA kinase inh: 3.1; ROCK2 inh: -0.7; CatS inh: -0.2; CatB mixtures: -0.4; CatL inh: -5.4; CatB block: -2.2

How did CCNC(=O)CCCOc1ccc(Cl)cc1Cl do in these assays?
CatG inh: 9.2; C1s inh: 4.3; Her2 expr inh: 101.6; PKA kinase inh: 4.9; ROCK2 inh: 1.3; CatS inh: -3.6; CatB mixtures: -3.3; CatL inh: 9.3; CatB block: -1.0

How did CC1CN(c2ncnc3c2oc2ccccc23)CC(C)O1 (stereo not given) do in these assays?
CatG inh: -41.3; C1s inh: -109.6; Her2 expr inh: 97.2; PKA kinase inh: 5.1; ROCK2 inh: -0.8; CatS inh: -27.3; CatB mixtures: -9.8; CatL inh: 0.1; CatB block: -0.1

How did CCOc1ccccc1N1CCN(S(=O)(=O)c2ccc(Cl)s2)CC1 do in these assays?
CatG inh: -5.6; C1s inh: -17.4; Her2 expr inh: 99.2; PKA kinase inh: -0.4; ROCK2 inh: -1.8; CatS inh: -5.7; CatB mixtures: 8.5; CatL inh: 1.8; CatB block: -2.4

What do the screens show for `CC(C)CCNc1nc2c(c(=O)n(Cc3cccc(F)c3)c(=O)n2C)n1C`?
CatG inh: 3.3; C1s inh: 3.2; Her2 expr inh: 66.0; PKA kinase inh: -7.5; ROCK2 inh: -7.2; CatS inh: -8.0; CatB mixtures: -2.9; CatL inh: -0.2; CatB block: -0.5

How did Cn1c(SCc2ccccc2)nnc1-c1cccs1 do in these assays?
CatG inh: -2.5; C1s inh: -2.6; Her2 expr inh: 136.5; PKA kinase inh: 2.9; ROCK2 inh: 3.0; CatS inh: 19.5; CatB mixtures: 6.0; CatL inh: 3.3; CatB block: 4.0

What do the screens show for `CC(C)C(NC(=O)c1ccccc1)C(=O)NCc1ccccn1` (stereo not given)?
CatG inh: -1.6; C1s inh: -4.8; Her2 expr inh: 151.5; PKA kinase inh: 4.5; ROCK2 inh: 7.9; CatS inh: -4.2; CatB mixtures: 5.3; CatL inh: 5.9; CatB block: 1.8

How did CCOC(=O)C(NC(=O)c1ccccc1)(N1CCOCC1)C(F)(F)F (stereo not given) do in these assays?
CatG inh: 9.9; C1s inh: 11.3; Her2 expr inh: 163.9; PKA kinase inh: 5.9; ROCK2 inh: -0.1; CatS inh: -2.4; CatB mixtures: 2.4; CatL inh: -7.1; CatB block: -0.3

What do the screens show for `O=C(NCc1cccnc1)c1cc(-c2cccs2)on1`?
CatG inh: 26.7; C1s inh: 10.5; Her2 expr inh: 69.2; PKA kinase inh: 2.8; ROCK2 inh: 3.3; CatS inh: -6.8; CatB mixtures: 2.4; CatL inh: -5.7; CatB block: 2.2

How did O=C(O)CNC1=NCCCCC1 do in these assays?
CatG inh: -0.2; C1s inh: -0.1; Her2 expr inh: 142.2; PKA kinase inh: -5.8; ROCK2 inh: -0.9; CatS inh: 10.6; CatB mixtures: 4.2; CatL inh: 10.3; CatB block: -1.8

How did CC(C(=O)N1CCOCC1)N1c2cccc3cccc(c23)S1(=O)=O (stereo not given) do in these assays?
CatG inh: 1.1; C1s inh: -21.8; Her2 expr inh: 87.3; PKA kinase inh: 8.4; ROCK2 inh: 11.3; CatS inh: 3.1; CatB mixtures: 8.4; CatL inh: -4.6; CatB block: 1.2

Results for CCc1c(C)[nH]n(-c2ccc(Oc3ccccc3)c(S(=O)(=O)O)c2)c1=O ?
CatG inh: 9.1; C1s inh: 13.7; Her2 expr inh: 91.9; PKA kinase inh: 7.0; ROCK2 inh: 5.0; CatS inh: 7.2; CatB mixtures: -1.0; CatL inh: 5.5; CatB block: 0.8

How did COc1ccc(-c2cnc(N)n2CC2CCCO2)cc1 (stereo not given) do in these assays?
CatG inh: 10.0; C1s inh: 16.1; Her2 expr inh: 77.7; PKA kinase inh: 2.3; ROCK2 inh: -0.3; CatS inh: 13.6; CatB mixtures: 4.6; CatL inh: 9.3; CatB block: 5.6

How did CCOC(=O)c1c(C#N)c(SCC(=O)Nc2ccc(OC)cc2)nc2c1CN(CC)CC2 do in these assays?
CatG inh: 2.6; C1s inh: 4.0; Her2 expr inh: 101.1; PKA kinase inh: 6.3; ROCK2 inh: 8.2; CatS inh: 19.3; CatB mixtures: 4.2; CatL inh: 0.3; CatB block: 2.0

Results for COc1cc(C(N)=O)ccc1OCc1ccccc1 ?
CatG inh: 1.6; C1s inh: 3.9; Her2 expr inh: 91.2; PKA kinase inh: 9.6; ROCK2 inh: 6.6; CatS inh: 6.3; CatB mixtures: 0.6; CatL inh: 6.6; CatB block: 2.6

How did COCc1c(C)cc(C)c(/C=N/O)c1C do in these assays?
CatG inh: -1.4; C1s inh: 1.7; Her2 expr inh: 99.5; PKA kinase inh: 2.2; ROCK2 inh: 7.1; CatS inh: -4.6; CatB mixtures: 4.0; CatL inh: -17.1; CatB block: -5.0

Results for Cc1ccc(-c2nnc3n2N=C(c2ccccc2)CS3)cc1 ?
CatG inh: -15.8; C1s inh: -162.8; Her2 expr inh: 94.7; PKA kinase inh: -8.3; ROCK2 inh: -2.9; CatS inh: -24.4; CatB mixtures: -12.1; CatB block: -3.2

Results for CCCS(=O)(=O)c1c(S(=O)(=O)CCC)c2c3ccccc3ccn2c1C(N)=O ?
CatG inh: 0.0; C1s inh: -4.6; Her2 expr inh: 115.8; PKA kinase inh: -1.2; ROCK2 inh: -3.3; CatS inh: 19.5; CatB mixtures: 5.8; CatL inh: 11.0; CatB block: -2.5

What do the screens show for `O=C(CN1CCN(c2ccc(Cl)cc2)CC1)Nc1ccc(F)c(F)c1`?
CatG inh: 1.4; C1s inh: 5.1; Her2 expr inh: 87.2; PKA kinase inh: 0.1; ROCK2 inh: 1.1; CatS inh: 8.9; CatB mixtures: 5.2; CatL inh: 11.7; CatB block: -3.8

How did Cn1c(C(=O)N2CCc3ccccc32)cc2c(=O)n3ccccc3nc21 do in these assays?
CatG inh: 2.3; C1s inh: -11.4; Her2 expr inh: 103.3; PKA kinase inh: 9.9; ROCK2 inh: 7.6; CatS inh: -0.6; CatB mixtures: -2.2; CatL inh: 1.4; CatB block: 0.6

How did C/C(=C1/SC(N2CC(C)OC(C)C2)=NC1=O)c1ccccc1 (stereo not given) do in these assays?
CatG inh: -23.6; C1s inh: 0.4; PKA kinase inh: -9.5; ROCK2 inh: -11.2; CatS inh: -3.8; CatB mixtures: -2.9; CatL inh: 10.8; CatB block: -2.9

Results for Cn1nc(C(=O)Nc2ccc(S(=O)(=O)N3CCCC3)cc2)ccc1=O ?
CatG inh: 11.8; C1s inh: 2.5; Her2 expr inh: 100.4; PKA kinase inh: -0.3; ROCK2 inh: -2.7; CatS inh: 0.7; CatB mixtures: -3.6; CatB block: 3.1

What do the screens show for `CCn1c(SCC(=O)Nc2ccccc2N2CCOCC2)nnc1-c1ccccc1O`?
CatG inh: 6.6; C1s inh: -24.8; Her2 expr inh: 68.3; PKA kinase inh: 9.6; ROCK2 inh: 5.3; CatS inh: -1.0; CatB mixtures: -6.5; CatL inh: -2.8; CatB block: 2.5

Results for CCc1cc(=O)oc2cc(OC(C)=O)cc(OC(C)=O)c12 ?
CatG inh: 0.2; C1s inh: -66.1; Her2 expr inh: 78.0; PKA kinase inh: 12.5; ROCK2 inh: 9.7; CatS inh: -16.3; CatB mixtures: 3.8; CatL inh: -14.6; CatB block: -0.1

How did CCNC(=O)CC1C(=O)N(c2ccc(F)cc2)C(=O)N1Cc1ccccn1 (stereo not given) do in these assays?
CatG inh: 5.9; C1s inh: -6.0; Her2 expr inh: 100.0; PKA kinase inh: 7.0; CatS inh: -8.5; CatB mixtures: 1.7; CatL inh: 7.5; CatB block: 3.7

The list is partial; the hit share may differ from the screen's.
